Compound activity: PubChem BioAssay, Sanford-Burnham Center for Chemical Genomics
SENP6 inh: SENP6 protease inhibitors, primary screen, biochemical, luminescence, uHTS; hit rate 1.8% among 330,000; Recombinant SENP6 catalytic domain, aminoluciferin luminescence; inhibition, % at 10 µM;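 active means inhibition above about 50% at the single tested dose, limit read from the data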;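 further: plate controls were DMSO wells with enzyme for no effect and DMSO wells lacking enzyme for full effect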
MPTP inh: mitochondrial permeability transition pore inhibitors, primary screen, biochemical, isolated mouse mitochondria, absorbance; inhibition, % at 10 µM; AID 602449, 2012; Ca2+ swelling absorbance, 30 min; hit rate 1.4% among 360,000;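 active means inhibition of 50% or more, scaled per plate between neutral and stimulator controls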;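 further: 0% = DMSO wells given calcium and 100% = 1 mM EGTA wells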
SENP7 block: SENP7 protease inhibitors, primary screen, biochemical, luminescence, uHTS; Sentrin-specific protease 7 (Homo sapiens), Q9BQF6; recombinant SENP7, Z-RLRGG-aminoluciferin luminescence, 40 min; inhibition, % at 5 µM; hit rate 1.5% among 330,000;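 active means inhibition above about 50% at the single test dose, limit read from the data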;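 further: plate controls were DMSO with enzyme for no effect and no enzyme buffer wells for full effect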
Target sequence (Q9BQF6 706-1050 limits assumed): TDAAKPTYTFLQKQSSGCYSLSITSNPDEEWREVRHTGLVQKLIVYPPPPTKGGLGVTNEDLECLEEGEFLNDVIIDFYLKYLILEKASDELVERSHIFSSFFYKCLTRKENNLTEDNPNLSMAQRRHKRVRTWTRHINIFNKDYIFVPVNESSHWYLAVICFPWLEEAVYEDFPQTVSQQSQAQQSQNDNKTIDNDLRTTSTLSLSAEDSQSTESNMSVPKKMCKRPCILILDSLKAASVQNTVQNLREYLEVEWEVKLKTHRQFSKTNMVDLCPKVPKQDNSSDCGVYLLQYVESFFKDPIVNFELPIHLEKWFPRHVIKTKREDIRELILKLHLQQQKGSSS
NR3A LBD binder: binders of NR3A ligand-binding domain, primary screen, biophysical, differential scanning fluorimetry, uHTS | Glutamate receptor ionotropic, NMDA 3A (GRIN3A) ligand-binding domain | NR3A LBD differential scanning fluorimetry, Tm shift; 0% = protein alone, 100% = glycine-bound protein | Tm shift relative to glycine control, % at 25 µM | hit rate 2.5% among 340,000;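 active means melting temperature shift of at least 10% of the positive control shift, at one fixed dose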
SENP8 inh: human SENP8 protease inhibitors, primary screen, biochemical, fluorescence, Nedd8 protein substrate, uHTS; AID 602440, 2012; inhibition, % at 20 µM; recombinant SENP8; Sentrin-specific protease 8 (Homo sapiens), Q96LD8; hit rate 0.64% among 360,000; in the data active means inhibition mostly above about 40%, no sharp cut-off; inactive means mostly below about 27%
Target sequence (Q96LD8 whole entry, looked up): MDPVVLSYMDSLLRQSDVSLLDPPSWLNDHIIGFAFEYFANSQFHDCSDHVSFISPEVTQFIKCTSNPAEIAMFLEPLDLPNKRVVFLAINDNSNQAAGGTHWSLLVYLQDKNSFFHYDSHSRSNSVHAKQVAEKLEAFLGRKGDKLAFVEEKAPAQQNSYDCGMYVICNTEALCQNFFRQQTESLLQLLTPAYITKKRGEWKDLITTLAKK
ATG4B inh: ATG4B protease inhibitors, primary screen, biochemical, fluorescence, uHTS | Cysteine protease ATG4B (Homo sapiens), Q9Y4P1 | ATG4B cleavage of LC3-PLA2, NBD-HPC fluorescence, 1 h | inhibition, % at 8.33 µM | hit rate 0.51% among 340,000 | AID 504462, 2011; in the data active means inhibition above about 40%
Target sequence (Q9Y4P1 whole entry, looked up): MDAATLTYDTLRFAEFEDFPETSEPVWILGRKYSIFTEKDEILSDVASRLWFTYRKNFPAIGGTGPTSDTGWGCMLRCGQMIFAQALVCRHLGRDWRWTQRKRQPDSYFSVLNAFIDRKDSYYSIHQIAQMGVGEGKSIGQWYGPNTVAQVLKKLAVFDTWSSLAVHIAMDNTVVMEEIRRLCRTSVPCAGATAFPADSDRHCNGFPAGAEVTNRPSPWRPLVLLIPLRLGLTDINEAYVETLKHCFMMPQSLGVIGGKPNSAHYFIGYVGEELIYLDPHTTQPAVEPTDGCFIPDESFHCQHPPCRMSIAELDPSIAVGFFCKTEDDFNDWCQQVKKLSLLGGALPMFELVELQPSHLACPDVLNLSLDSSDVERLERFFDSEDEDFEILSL
PfGluPho inh: PfG6PD enzyme inhibitors, primary screen, biochemical, fluorescence intensity, uHTS | glucose-6-phosphate dehydrogenase-6-phosphogluconolactonase (Plasmodium falciparum 3D7) | PfGluPho enzyme, NADPH resazurin-diaphorase fluorescence | inhibition, % at 20 µM | hit rate 0.78% among 350,000;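 active means inhibition reaching at least a set limit at 20 µM in the primary screen, cut at about 59% in these data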;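 further: 0% = DMSO wells with substrate and 100% = DMSO wells lacking glucose-6-phosphate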
HKDC1 inhibitor: HKDC1 hexokinase inhibitors, primary screen, biochemical, fluorescence, uHTS; Q2TB90; recombinant HKDC1, G6PDH/diaphorase resazurin coupled fluorescence; hit rate 0.16% among 340,000; inhibition, % at 20 µM; AID 493160, 2011;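 active means inhibition above about 35% when tested at 20 µM, limit read from the data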;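 further: plate controls were DMSO wells with enzyme for no effect and DMSO wells lacking enzyme for full effect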
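Assay system: in-house recombinant HK5 (HKDC1) enzyme. Input: HKDC1 at 5 µg/mL. Medium: Tris pH 8.0 buffer with MgCl2, Tween-20, BSA, BME. Dosing: single 20 µM dose. Schedule: 90 min reaction incubation at room temperature, dark. Signal: resazurin-to-resorufin fluorescence via G6PDH and diaphorase coupling, 525/613 nm. Controls: DMSO-enzyme wells negative, buffer-substituted wells positive.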
Starred values were filed as active, the others as inactive; . = not tested or not shown. Outcome played no part in choosing rows; any-hit rate near 6.9%.

SMILES | SENP6 inh | MPTP inh | SENP7 block | NR3A LBD binder | SENP8 inh | ATG4B inh | PfGluPho inh | HKDC1 inhibitor
Cc1ccc(C2=NOC(C)(c3nnc(Cc4ccccc4)o3)C2)cc1 (centres undefined) | -3 | 0.8 | 0 | 1 | 11 | -16 | -6 | -4
COc1ccc(CNC(=O)c2ccc(Cn3cc(Cl)cn3)o2)cc1 | -14 | 0.8 | -4 | 1 | -6 | -10 | 12 | -4
O=[N+]([O-])c1nn(-c2ccc(Cl)cc2)n(O)c1=NCc1cccnc1 | 0 | -1.2 | 1 | 1 | 30 | 9 | -14 | 2
COc1ccc(C(=S)N2CCN(c3ccccc3Cl)CC2)cc1OC | 5 | -0.4 | 5 | -411 | 29 | 7 | 47 | -8
Cc1cc(N2CCN(C(=O)OC(C)(C)C)CC2)n2ncnc2n1 | -1 | -5.7 | -3 | 2 | 26 | -8 | -26 | -1
O=C(CNC(=O)c1cc(-c2ccccc2)nn1-c1ccccc1)Nc1ccccc1Br | . | -0.4 | . | 0 | 4 | 5 | -4 | 3
Cc1ccc(NC2=NC(C(=O)Nc3ccc(C)c(C)c3)CC(=O)N2)cc1 (centres undefined) | -6 | 0.2 | -1 | 0 | 8 | -14 | -4 | 0
O=C(N/N=C/c1c(Cl)cccc1Cl)c1ccc(-n2cnnn2)cc1 | 9 | 0.8 | 1 | 3 | 2 | -1 | 9 | -4
CCOC(=O)Cc1csc(/C(=N/O)C(N)=O)n1 | -1 | 0.0 | -9 | -2 | 14 | 5 | 0 | -3
O=C(CCC1CCCCC1)NCCN1C2=NC[C@@H](Cc3ccccc3)N2C[C@H]1Cc1ccc(O)cc1 | -18 | 0.4 | -3 | 1 | 14 | 7 | -8 | -3
C(=Nc1ccccc1)c1ccc[nH]1 | . | -0.5 | . | -2 | 20 | 1 | 1 | -4
O=C(COC(=O)Cc1ccc(Br)cc1)NCc1ccc2c(c1)OCO2 | 5 | -0.4 | -3 | 0 | 15 | -5 | -1 | 4
CC1Cc2cc(/C(O)=C3/C(=O)C(=O)N(CCCn4ccnc4)C3c3cccc([N+](=O)[O-])c3)ccc2O1 (centres undefined) | 2 | -1.4 | 0 | 0 | 18 | 4 | -13 | -4
O=C(CSc1nnc(CNc2ccc(F)cc2)n1CC1CCCO1)Nc1ccccc1 (centres undefined) | 12 | 1.0 | -2 | 2 | 20 | -10 | -5 | -3
COc1cccc(N(CC(=O)NC2CC3CCC2C3)S(=O)(=O)c2ccccc2)c1 (centres undefined) | -27 | -0.6 | -2 | 3 | 17 | -8 | 19 | -2
O=C(O)CCC(=O)Nc1nc2ccc([N+](=O)[O-])cc2s1 | 8 | -1.1 | 7 | 2 | 13 | -9 | 12 | -8
CCc1cc2c(=O)c(-c3nc4ccccc4n3C)c(C)oc2c(CN2CCN(CCO)CC2)c1O | -8 | -1.2 | 8 | -1 | -369 | 0 | -1 | -7
Cc1cc(NC(=O)CN2CCOCC2)n(-c2nc3ccccc3s2)n1 | 5 | . | 8 | 1 | . | -20 | 1 | 4
FC(F)Sc1ccc(NC(=S)NC(c2ccccc2)c2ccccc2)cc1 | -20 | 98* | -14 | 28* | 4 | -3 | 2 | -2
C[C@H](CO)N1C[C@H](C)[C@@H](CN(C)C(=O)Nc2ccc(C(F)(F)F)cc2)Oc2ccc(NC(=O)C3CCCCC3)cc2C1=O | 26 | 2.1 | 6 | -6 | -10 | -1 | 13 | -2
Cc1cc(Cl)ccc1OCCCC(=O)NCCN1C(=O)S/C(=C\c2cccnc2)C1=O | -19 | 4.9 | -9 | -1 | 2 | -16 | 26 | -1
COc1cc(NC(=O)c2ccc(N3CC4CC(C3)c3cccc(=O)n3C4)c(NC(=O)c3ccncc3)c2)cc(OC)c1OC (centres undefined) | 5 | 0.4 | -5 | -1 | 4 | -8 | 7 | -2
O=C(NNC(=O)c1cc(-c2ccncc2)nc2ccccc12)c1ccccc1F | -2 | -1.6 | -3 | 2 | -6 | -3 | -20 | -5
N#C/C(=C\c1ccncc1)c1ccccn1 | -24 | 0.1 | 2 | 0 | 18 | -1 | -12 | -4
COc1ccc2c(=O)c(-c3ccc4c(c3)OCO4)coc2c1 | 88* | 1.4 | 96* | 0 | 15 | -8 | 5 | 2
COc1ccc(-c2noc(CN(C(=O)c3ccoc3C)C(C)C)n2)cc1 | -18 | -1.3 | -10 | -1 | -2 | -12 | -7 | -6
COc1ccc(Cn2c(=O)cc(N)n(-c3ccccc3C)c2=O)cc1 | -7 | 1.4 | -3 | -1 | 10 | -6 | 10 | -8
COc1cccc(OC)c1C(=O)NC(=S)NCc1cccnc1 | -32 | -1.9 | 10 | 1 | -3 | -2 | -2 | -7
CN(C(=O)COC(=O)C1CCN(S(=O)(=O)c2cccs2)CC1)C1CCS(=O)(=O)C1 (centres undefined) | 10 | 1.9 | 11 | -1 | 18 | -2 | -4 | -6
CN(CC(=O)Nc1ccc(N2CCOCC2)cc1)C(=O)CSc1ccccc1F | 24 | -1.0 | 0 | 1 | 8 | 5 | 2 | 2
O=c1[nH]c(COc2ccc(Cl)cc2Cl)nc2ccccc12 | -16 | 0.2 | 34 | -1 | 8 | -5 | 7 | -4
O=C(Cc1ccccc1)Nc1ccnn1C1CCN(Cc2ccc(CO)o2)CC1 | 1 | -0.6 | 0 | -1 | -3 | 9 | 3 | 6
Cc1cc(/C=N/NC(=O)c2ccncc2)c(C)n1-c1cccc(C(F)(F)F)c1 | -31 | 4.5 | 0 | 1 | 4 | -8 | -9 | -2
O=C(O)CNC(=O)/C(=C\c1cccc([N+](=O)[O-])c1)NC(=O)c1ccco1 | -26 | -0.3 | 2 | 0 | -12 | -3 | 6 | -4
CC12CCC(c3c(CO)nn(-c4ccccc4)c31)C2(C)C (centres undefined) | 9 | 7.8 | 7 | 2 | -2 | -3 | 11 | 15
O=C(COc1ccccc1)NCc1ccco1 | . | 0.3 | . | 0 | 18 | -2 | -1 | -4
COc1ncccc1-c1nnn(-c2ccc(Cl)c(Cl)c2)n1 | 43 | 1.9 | 30 | -3 | 9 | 4 | 2 | -9
Nc1nc2ccccc2n1C(=O)c1ccccc1 | 96* | -0.5 | 96* | -1 | 7 | 5 | 9 | -9
COc1ccc(C2(C)NC(=O)N(CC(=O)Nc3c(C)n(C)n(-c4ccccc4)c3=O)C2=O)cc1 (centres undefined) | 2 | -2.0 | -3 | -1 | 4 | 3 | 8 | -5
Cc1cc(Cl)c(C)c(S(=O)(=O)N2CCN(CC(=O)N3CCOCC3)CC2)c1Cl | -4 | 0.1 | 0 | -1 | 14 | 2 | -6 | -4
CC(NC(=O)NC1CCCCC1)c1ccc2c(c1)OCO2 (centres undefined) | 17 | 0.7 | 12 | 1 | 22 | -1 | -9 | -2
O=C(Nc1nccs1)C(Br)C(Br)c1ccccc1 (centres undefined) | 84* | 2.2 | 91* | 3 | 3 | -16 | 51 | 7
CCS(=O)(=O)N1CCN(Cc2ccc([N+](=O)[O-])cc2)CC1 | -4 | -0.2 | -4 | -1 | 20 | 6 | -9 | 0
Cc1cc(C)nc(-n2nc(C)cc2NC(=O)CN2CCC(C)CC2)n1 | -35 | -0.9 | 9 | -2 | 8 | 0 | -10 | 4
NC(=O)c1sc2nnc(-c3ccccc3)c(-c3ccccc3)c2c1N | -6 | 3.5 | -6 | -2 | -16 | 28 | 10 | 6
COc1ccccc1NC(=O)CN1CCC(C(=O)c2ccc(F)cc2)CC1 | -3 | 3.4 | 8 | -3 | 6 | -4 | -4 | -3
O=C(c1ccccc1)N(NC(=O)C(O)(c1ccccc1)c1ccccc1)c1cccc(F)c1 | 9 | 0.1 | 3 | 0 | 24 | -8 | 0 | -7
O=C(Nc1ccc(Br)cc1)Nn1cnnc1 | 2 | 15 | -3 | 7 | 16 | -11 | -1 | -6
N#Cc1cccc(NC(=O)CSc2ccccc2)c1 | -7 | 0.9 | 2 | -4 | 2 | -3 | -8 | 7
O=c1cc(CO)oc(C(Nc2cccc([N+](=O)[O-])c2)c2ccccn2)c1O (centres undefined) | -1 | 0.3 | 8 | -1 | -2 | -12 | 7 | -9
Cc1ccc(NC(=O)N2CCC(C(=O)c3ccc(F)cc3)CC2)cc1 | 12 | 0.1 | 3 | -1 | 14 | 5 | 2 | -1
O=C(O)c1cc(N/N=C/c2c(O)ccc3ccccc23)ccc1Cl | 22 | 0.4 | -5 | 8 | -23 | 10 | 21 | 22
CCn1nnnc1SCC(=O)c1cc(Cl)ccc1OC | -30 | -4.0 | -5 | -2 | -5 | -11 | 6 | -8
Cc1ccc(-c2[nH]c(=S)[nH]c(=O)c2C#N)cc1 | 17 | 0.3 | 2 | -15 | 25 | 0 | -27 | -6
Cc1ccc(OCCCC(=O)NC2CCCCC2)cc1 | -1 | 2.0 | -4 | 0 | 8 | -3 | -19 | 2
O=C1OCc2ccc(NC(=O)C3CC3)cc21 | 13 | -0.7 | 8 | 1 | 12 | 4 | -14 | -8
C=C1C[C@H](O[C@@H]2O[C@H](CO)[C@@H](O)[C@H](O)[C@H]2O)[C@@H]2[C@H](OC(=O)[C@H]2C)[C@H]2[C@H](C)[C@@H](O)C[C@@H]12 | -11 | -3.2 | 2 | -2 | 0 | -6 | 0 | -3
N#Cc1c(Nc2ccc(F)cc2)sc(C(=O)c2ccc(F)cc2)c1N | 3 | 5.2 | 0 | -4 | 9 | -7 | -12 | -8
Cc1nn(Cc2ccccc2)c(C)c1NC(=O)CCCn1nc([N+](=O)[O-])c(Cl)c1C | -2 | -0.4 | 3 | -3 | 25 | 17 | -14 | 11
CC(C)(C)c1ccc(N=C2SCC(=O)N2Cc2cccs2)cc1 | -24 | -1.7 | -12 | 1 | 19 | -5 | 64* | 3

Retrieved by compound from the list above (3):
SMILES | SENP6 inh | MPTP inh | SENP7 block | NR3A LBD binder | SENP8 inh | ATG4B inh | PfGluPho inh | HKDC1 inhibitor
Cc1ccc(NC(=O)N2CCC(C(=O)c3ccc(F)cc3)CC2)cc1 | 12 | 0.1 | 3 | -1 | 14 | 5 | 2 | -1
Cc1cc(/C=N/NC(=O)c2ccncc2)c(C)n1-c1cccc(C(F)(F)F)c1 | -31 | 4.5 | 0 | 1 | 4 | -8 | -9 | -2
O=C(c1ccccc1)N(NC(=O)C(O)(c1ccccc1)c1ccccc1)c1cccc(F)c1 | 9 | 0.1 | 3 | 0 | 24 | -8 | 0 | -7

Carrying on:
SMILES | SENP6 inh | MPTP inh | SENP7 block | NR3A LBD binder | SENP8 inh | ATG4B inh | PfGluPho inh | HKDC1 inhibitor
CC(C)N1CC(C(=O)Nc2ccc(S(=O)(=O)N3CCCCC3)cc2)CC1=O (centres undefined) | -3 | 0.7 | 2 | -1 | 20 | 8 | -7 | -4
O=C(CCCCl)N1CCc2[nH]c3ccccc3c2C1 | -1 | -1.6 | -1 | 1 | -35 | -3 | 14 | 2
COc1cccc(C(=O)NCCS(=O)(=O)NCc2cccs2)c1 | -14 | 2.1 | -16 | 1 | 8 | 4 | -11 | -6
Cc1cc(SCC(=O)N2CCCC2=O)nc2ccccc12 | -9 | -0.7 | 6 | 0 | 8 | 3 | 3 | 8
C=C(C)CSc1nncn1/N=C/c1ccc(OC)cc1 | -4 | -0.9 | 0 | -2 | 6 | -6 | -5 | 3
CSc1ccc(C(=O)Nc2cc(S(=O)(=O)N3CCOCC3)ccc2N2CCOCC2)cc1[N+](=O)[O-] | . | -1.3 | . | -1 | 16 | -4 | -5 | -6
